Screening results (PubChem BioAssay)
Runt-CBFb FRET: inhibitors of RUNX1 Runt–CBFb binding, primary screen, biochemical, FRET, Cerulean-Runt, Venus-CBFb, uHTS; Runt-related transcription factor 1 (Homo sapiens) + Core-binding factor subunit beta …; Cerulean-Runt/Venus-CBFb FRET ratio 530/480, 1 h; inhibition, % at 20 µM; 0.46% of 220,000 active; AID 1496, 2009;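 active means inhibition over about 50% at 20 µM in the single-dose screen, limit read from the data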;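 further: 0% = DMSO wells and 100% = excess unlabeled CBFb competitor control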
Target sequence (Q01196 whole entry, looked up): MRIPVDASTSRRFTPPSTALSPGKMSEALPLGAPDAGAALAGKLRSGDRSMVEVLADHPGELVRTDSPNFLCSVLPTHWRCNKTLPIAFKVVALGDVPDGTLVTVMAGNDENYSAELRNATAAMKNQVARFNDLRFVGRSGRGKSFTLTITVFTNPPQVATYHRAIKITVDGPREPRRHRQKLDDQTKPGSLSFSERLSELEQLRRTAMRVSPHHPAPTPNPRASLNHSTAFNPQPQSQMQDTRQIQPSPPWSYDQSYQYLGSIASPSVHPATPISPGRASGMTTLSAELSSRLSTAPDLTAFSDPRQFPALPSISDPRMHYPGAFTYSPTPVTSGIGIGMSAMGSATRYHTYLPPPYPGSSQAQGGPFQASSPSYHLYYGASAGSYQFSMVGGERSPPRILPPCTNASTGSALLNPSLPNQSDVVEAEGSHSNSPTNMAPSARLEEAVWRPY
Target sequence (Q13951 whole entry, looked up): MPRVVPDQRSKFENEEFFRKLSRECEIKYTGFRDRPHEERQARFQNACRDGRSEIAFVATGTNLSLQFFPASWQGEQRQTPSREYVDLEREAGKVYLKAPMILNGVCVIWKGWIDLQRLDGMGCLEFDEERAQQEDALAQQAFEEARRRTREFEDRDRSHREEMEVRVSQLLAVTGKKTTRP
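Measured by: fluorescence energy transfer, 422 nm excitation, 530/480 nm emission; Assay system: Cerulean-Runt domain; Medium: Tris pH 7.5 buffer with BSA; Measure: loss of energy transfer signal; Controls: 5 µM unlabeled CBFb as full-inhibition high control; Incubation: protein complex preformed 1 h, compound exposure 1 h, room temperature, dark.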
PERK inh: block of dimerizer-induced PERK translation repression, primary screen, PERK inhibitor project, CHO PERK-DD cells, SEAP luminescence, HTS; Eukaryotic translation initiation factor 2-alpha kinase 3 (Homo sapiens), Q9NZJ5; CHO PERK-DD fusion, SEAP luminescence translation reporter; inhibition, % at 5.6 µM; 0.17% of 220,000 active; AID 1416, 2008;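 active means inhibition above the mean inhibition of all tested compounds plus 3 SD, set separately per screening campaign, cut at about 2.9% in these data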;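 further: PERK kinase domain activated by AP20187 dimerizer at 100 nM; 0% = DMSO with dimerizer and 100% = rapamycin at 8.4 µM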
RBBP9 inhibitor: human RBBP9 inhibitors, primary screen, biochemical, fluorescence polarization, FP-Rh probe, HTS | Serine hydrolase RBBP9 (Homo sapiens), O75884 | recombinant RBBP9 | inhibition, % at 7.94 µM | 0.2% of 220,000 active;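 active means inhibition above the campaign mean of all tested compounds plus 3 SD, cut at about 14% in these data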;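 further: plate controls were DMSO wells with RBBP9 for no effect and wells lacking RBBP9 protein for full effect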
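system = RBBP9 protein | input = RBBP9 at 2.5 µM in dispensed solution, before mixing | measured by = fluorescence polarization (mP), excitation 525 nm, emission 598 nm | incubation = enzyme-compound preincubation 30 min, then probe labeling 45 min, 25 °C | buffer or medium = Tris-NaCl-Pluronic buffer, pH 8.0 | compound = single dose 7.94 µM | also added = FP-Rh probe, 375 nM dispensing solution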
Runt-SMMHC FRET: inhibitors of RUNX1 Runt–CBFb-SMMHC binding, primary screen, biochemical, FRET, Cerulean-Runt, Venus-CBFb-SMMHC, uHTS; Runt-related transcription factor 1 (Homo sapiens) + Core-binding factor subunit beta …; Cerulean-Runt/Venus-CBFb-SMMHC FRET ratio 530/480, 1 h; inhibition, % at 20 µM; 0.74% of 220,000 active; AID 1434, 2008;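 active means mean inhibition across duplicate retests at 20 µM reaching about 50%, limit read from the data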;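 further: 0% = DMSO wells and 100% = wells with excess untagged CBFb-SMMHC; inhibitors lower the FRET ratio by blocking Runt binding to CBFb-SMMHC; some results filed as inactive read as strong as hits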
PGE2 EP2 inh: human EP2 receptor antagonists, primary screen, TR-FRET cAMP, C6 glioma cells. 0.52% of 260,000 active. AID 1422, 2008. Prostaglandin E2 receptor EP2 subtype (Homo sapiens), P43116. C6 glioma cells expressing human EP2; cells stimulated with saturating PGE2. inhibition, % at 25 µM;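 active means percent inhibition above 40 after rounding to a whole number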;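 further: rat C6 glioma host cells with rolipram phosphodiesterase inhibitor present; the protocol text gives 20 µM as final concentration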
Target sequence (P43116 whole entry, looked up): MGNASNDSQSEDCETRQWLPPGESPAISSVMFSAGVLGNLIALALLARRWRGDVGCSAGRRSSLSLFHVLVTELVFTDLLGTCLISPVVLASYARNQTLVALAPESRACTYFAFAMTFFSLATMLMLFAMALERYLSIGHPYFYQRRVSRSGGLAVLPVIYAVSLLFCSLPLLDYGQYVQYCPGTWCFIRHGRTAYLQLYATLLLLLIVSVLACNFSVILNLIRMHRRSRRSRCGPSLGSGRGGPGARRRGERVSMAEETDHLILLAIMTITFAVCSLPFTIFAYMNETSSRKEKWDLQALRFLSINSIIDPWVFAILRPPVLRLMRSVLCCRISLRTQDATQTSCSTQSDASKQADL
L929 necroptosis: inhibitors of zVAD-triggered necroptosis, primary screen, L929 cells; 0.38% of 220,000 active; viability rescue, % at 10 µM; AID 1377, 2008; L929 zVAD necroptosis rescue, ATP luminescence, 24 h; with zVAD 60 µM;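 active means activation, scaled between plate controls, above about 75%, limit read from the data; inactive means activation under that limit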;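 further: 0% = zVAD with DMSO and 100% = DMSO alone without zVAD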
Hck-Nef inh: inhibitors of Nef-activated human Hck kinase, primary screen, biochemical, Z-Lyte FRET, 384-well, Hck-YEEI; Tyrosine-protein kinase HCK (Homo sapiens), P08631; Recombinant Hck-YEEI plus Nef, Z-Lyte FRET kinase assay; inhibition, % at 20 µM; 0.68% of 220,000 active; AID 463187, 2010;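 active means Hck-Nef kinase inhibition above about 50%, limit read from the data; inactive means inhibition below that limit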;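 further: 0% = DMSO with Hck plus Nef and 100% = Hck alone without Nef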
EP2 mod: EP2 receptor modulators, cAMP readout, primary screen, cell-based, HTRF cAMP, PGE2 stimulation; induction, % at 25 µM; EP2-expressing cells, cAMP HTRF FRET, PGE2 co-stimulation; Prostaglandin E2 receptor EP2 subtype (Homo sapiens), P43116; 0.83% of 260,000 active; AID 940, 2007;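 active means compounds whose cAMP rise, as percent of the full-agonist control response, exceeds 60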;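 further: rat C6 glioma line stably carrying human EP2 under a CMV promoter; the protocol text gives 20 µM as final concentration; 100% = response of wells given 1 µM PGE2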
TNF necrop inh: inhibitors of TNF-alpha triggered necroptosis, primary screen, cell-based, Jurkat FADD-/-, single concentration; activation (protection from cell death), % at 10 µM; 0.068% of 220,000 active; Jurkat FADD-/- TNF necroptosis rescue, ATP luminescence, 24 h; 0 = TNF only, 100 = no-TNF cells;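 active means activation, meaning protection from cell death, of at least 50% relative to plate controls; inactive means activation below 50%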;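 further: necroptosis triggered by 40 ng/mL TNF-alpha added together with compound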
An asterisk follows results filed as active; & = joins results of further samples. A portion of the library; count on the stated rates, not on these rows.

`COc1ccc(OCC(O)CNC(=O)c2ccc(C)cc2)cc1` (stereo unspecified) gave Runt-CBFb FRET -2, PERK inh 0.3, RBBP9 inhibitor -3, Runt-SMMHC FRET 3, PGE2 EP2 inh 25, L929 necroptosis 0.3, Hck-Nef inh 2, EP2 mod -23 and TNF necrop inh -1.1.
`Cc1cc2nc[nH]c2cc1[N+](=O)[O-]` gave Runt-CBFb FRET 3, PERK inh 0.6, RBBP9 inhibitor -7, Runt-SMMHC FRET 2, PGE2 EP2 inh 6, L929 necroptosis 3.9, Hck-Nef inh 22, EP2 mod -7 and TNF necrop inh 1.7.
`CCOc1ccc(-c2cc(N)n(S(=O)(=O)c3ccc(OC)cc3)n2)cc1` gave Runt-CBFb FRET 1, PERK inh -0.7, RBBP9 inhibitor -12, Runt-SMMHC FRET 0, PGE2 EP2 inh 8, L929 necroptosis -0.8, Hck-Nef inh 0, EP2 mod -2 and TNF necrop inh 0.4.
`CC(C)NC(=O)c1c2c(nc3ccccc13)CCCC2` gave Runt-CBFb FRET 0, PERK inh 0.5, RBBP9 inhibitor -3, Runt-SMMHC FRET -1, PGE2 EP2 inh 12&15, L929 necroptosis 0.2, Hck-Nef inh 14, EP2 mod 0&3 and TNF necrop inh -0.5.
CC(C)(C)C(=O)O/N=C(\N)Cc1ccc(-c2csnn2)cc1 was read as Runt-CBFb FRET 1, PERK inh 1.2, RBBP9 inhibitor 3, Runt-SMMHC FRET -2, PGE2 EP2 inh 18, L929 necroptosis 1.3, Hck-Nef inh -3, EP2 mod 0 and TNF necrop inh 5.1.
OCCC1CN(Cc2cccc3nonc23)CCN1C1CCCCC1 (stereo unspecified) was read as Runt-CBFb FRET -3, PERK inh 2.0, RBBP9 inhibitor 4, Runt-SMMHC FRET -2, PGE2 EP2 inh 2, L929 necroptosis -0.9, Hck-Nef inh -15, EP2 mod 16 and TNF necrop inh 1.5.
`CCC(C)C(=O)Nc1ccc([N+](=O)[O-])cc1OC` (stereo unspecified) gave Runt-CBFb FRET 4, PERK inh 1.5, RBBP9 inhibitor 4, Runt-SMMHC FRET 0, PGE2 EP2 inh 7, L929 necroptosis 2.9, Hck-Nef inh 6, EP2 mod -25 and TNF necrop inh 0.2.
Cc1cccc(NC(=O)C2CCN(c3nccc(C)n3)CC2)c1 was read as Runt-CBFb FRET -2, PERK inh -0.5, RBBP9 inhibitor -4, Runt-SMMHC FRET -1, PGE2 EP2 inh 6, L929 necroptosis 0.7, Hck-Nef inh 3, EP2 mod -2 and TNF necrop inh 3.4.
Screening CN(C)c1ccc(C(=S)N2CCCCCC2)cc1 returned Runt-CBFb FRET 2, PERK inh 2.4, RBBP9 inhibitor 2, Runt-SMMHC FRET 1, PGE2 EP2 inh 10, L929 necroptosis 0.2, Hck-Nef inh 2, EP2 mod -7 and TNF necrop inh 1.3.
`CN(C(=O)COC(=O)c1cc(-c2ccco2)nc2ccccc12)C1CCS(=O)(=O)C1` (stereo unspecified) gave Runt-CBFb FRET 10, PERK inh 0.7, RBBP9 inhibitor 9, Runt-SMMHC FRET -13, PGE2 EP2 inh 6, L929 necroptosis 0.2, Hck-Nef inh 65*, EP2 mod -19 and TNF necrop inh -1.0.
OCC1(Cc2ccccc2C(F)(F)F)CCN(Cc2ccccc2)CC1 was read as Runt-CBFb FRET 2, PERK inh -0.1, RBBP9 inhibitor -5, Runt-SMMHC FRET 1, PGE2 EP2 inh 3, L929 necroptosis -0.8, Hck-Nef inh 18, EP2 mod -15 and TNF necrop inh 4.7.
`Cc1ccc(C)n1-c1nc(=S)[nH][nH]1` gave Runt-CBFb FRET -4, PERK inh 2.5, RBBP9 inhibitor -8, Runt-SMMHC FRET 50, PGE2 EP2 inh 7, L929 necroptosis 0.1, Hck-Nef inh 0, EP2 mod 4 and TNF necrop inh 0.2.
`Cc1ccc2c(c1)N(CCCC(=O)NCCCN1CCCC1=O)C(=O)CO2` gave Runt-CBFb FRET 0, PERK inh 0.5, RBBP9 inhibitor -6, Runt-SMMHC FRET -2, PGE2 EP2 inh 4, Hck-Nef inh -14, EP2 mod 20 and TNF necrop inh -0.9.
Screening O=C(NC(=S)Nc1cc([N+](=O)[O-])ccc1Cl)c1ccccc1 returned Runt-CBFb FRET 3, PERK inh 0.3, RBBP9 inhibitor 3, Runt-SMMHC FRET 0, PGE2 EP2 inh 15, L929 necroptosis 0.3, Hck-Nef inh -1, EP2 mod -9 and TNF necrop inh -2.0.
`CCOC(=O)c1c(C)[nH]c(C(=O)CSc2nnc(C3CC3)n2N)c1C` gave Runt-CBFb FRET 3, PERK inh -1.5, RBBP9 inhibitor -4, Runt-SMMHC FRET -3, PGE2 EP2 inh 1, L929 necroptosis -0.8, Hck-Nef inh -23, EP2 mod 26 and TNF necrop inh -1.9.
For CCCCn1c(=O)c2ccccc2c2ccccc2c1=O the results were Runt-CBFb FRET -1, PERK inh 0.7, RBBP9 inhibitor -2, Runt-SMMHC FRET -1, PGE2 EP2 inh 9, L929 necroptosis 0.5, Hck-Nef inh -1, EP2 mod 82* and TNF necrop inh -1.8.
O=C(c1csc2ccccc12)N1CCN(c2ccc(Cl)c(Cl)c2)CC1 was read as PERK inh 1.2, RBBP9 inhibitor -10, Runt-SMMHC FRET -2, PGE2 EP2 inh 13, L929 necroptosis -0.4, Hck-Nef inh 0, EP2 mod -39 and TNF necrop inh -4.9.
Screening CN(CC(=O)Nc1ccc(C(N)=O)cc1)CC(=O)Nc1ccccc1Cl returned Runt-CBFb FRET 1, PERK inh -0.3, RBBP9 inhibitor -11, Runt-SMMHC FRET 2, PGE2 EP2 inh 10, L929 necroptosis 0.5, Hck-Nef inh 1, EP2 mod 1 and TNF necrop inh 3.7.
For CCOc1cc(/C=C2\SC(=N)N(c3nonc3N)C2=O)ccc1OCC(N)=O the results were Runt-CBFb FRET 1, PERK inh 0.2, RBBP9 inhibitor -9, Runt-SMMHC FRET -2, PGE2 EP2 inh 7, L929 necroptosis 1.4, Hck-Nef inh 9, EP2 mod -3 and TNF necrop inh 1.5.
For CCOC(=O)C1=CN(CC2CCCO2)C=C(C(=O)OCC)C1c1ccccc1C(F)(F)F (stereo unspecified) the results were Runt-CBFb FRET 109*, PERK inh 0.0, RBBP9 inhibitor -3, Runt-SMMHC FRET 91*, PGE2 EP2 inh 5, L929 necroptosis -0.1, Hck-Nef inh 12, EP2 mod 74* and TNF necrop inh 0.8.

The list goes on, overlapping the part above by two compounds.
For CCOc1cc(/C=C2\SC(=N)N(c3nonc3N)C2=O)ccc1OCC(N)=O the results were Runt-CBFb FRET 1, PERK inh 0.2, RBBP9 inhibitor -9, Runt-SMMHC FRET -2, PGE2 EP2 inh 7, L929 necroptosis 1.4, Hck-Nef inh 9, EP2 mod -3 and TNF necrop inh 1.5.
For CCOC(=O)C1=CN(CC2CCCO2)C=C(C(=O)OCC)C1c1ccccc1C(F)(F)F (stereo unspecified) the results were Runt-CBFb FRET 109*, PERK inh 0.0, RBBP9 inhibitor -3, Runt-SMMHC FRET 91*, PGE2 EP2 inh 5, L929 necroptosis -0.1, Hck-Nef inh 12, EP2 mod 74* and TNF necrop inh 0.8.
Screening CCCCCc1ccc(OCCC[n+]2ccccc2)c(CCCCC)c1 returned Runt-CBFb FRET 4, PERK inh -1.6, RBBP9 inhibitor 4, Runt-SMMHC FRET -8, PGE2 EP2 inh 12, L929 necroptosis 2.2, Hck-Nef inh 2, EP2 mod -4 and TNF necrop inh -22.
For COC(=O)c1[nH]c2ccc(C)cc2c1NC(=O)Oc1ccccc1 the results were Runt-CBFb FRET 1, PERK inh 0.6, RBBP9 inhibitor -3, Runt-SMMHC FRET 15, PGE2 EP2 inh 8, L929 necroptosis 0.1, Hck-Nef inh -18, EP2 mod -34 and TNF necrop inh 0.7.
For COc1ccc(C(c2nnnn2C2CCCC2)N2CCN(C3CCCC3)CC2)cc1OC (stereo unspecified) the results were Runt-CBFb FRET -2, PERK inh -1.7, RBBP9 inhibitor -10, Runt-SMMHC FRET 1, PGE2 EP2 inh 10&10, L929 necroptosis -1.2, Hck-Nef inh -26, EP2 mod 23&0 and TNF necrop inh 0.5.
`COc1ccc(CCNC(=O)CSc2cn(Cc3cccc(C)c3)c3ccccc23)cc1OC` gave Runt-CBFb FRET -1, PERK inh -0.7, RBBP9 inhibitor -7, Runt-SMMHC FRET -2, PGE2 EP2 inh 11, Hck-Nef inh -3, EP2 mod 34 and TNF necrop inh 1.2.
`CC(C)CC(NC(=O)CCl)c1ccccc1` (stereo unspecified) gave Runt-CBFb FRET -1, PERK inh 1.1, RBBP9 inhibitor -5, Runt-SMMHC FRET 2, PGE2 EP2 inh 3, L929 necroptosis 0.2, Hck-Nef inh 5, EP2 mod 12 and TNF necrop inh 0.7.
`Cc1cc(O)c(C(C)C)cc1N=Nc1ccccc1C(=O)O` gave Runt-CBFb FRET -7, PERK inh -0.1, RBBP9 inhibitor -4, Runt-SMMHC FRET -17, PGE2 EP2 inh 6, L929 necroptosis 2.2, Hck-Nef inh 15, EP2 mod -5 and TNF necrop inh -3.7.
For COCc1cc(=O)n2[nH]c(-c3ccsc3-n3c(C)ccc3C)cc2n1 the results were Runt-CBFb FRET 20, PERK inh -0.1, RBBP9 inhibitor 8, Runt-SMMHC FRET 7, PGE2 EP2 inh 12, L929 necroptosis -0.3, Hck-Nef inh 3, EP2 mod 8 and TNF necrop inh -0.1.
For CCOC(=O)C1(C/C(C)=N/NC(N)=O)CC(C)(C)OC1=O (stereo unspecified) the results were Runt-CBFb FRET -1, PERK inh 1.2, RBBP9 inhibitor 4, Runt-SMMHC FRET 1, PGE2 EP2 inh 4, L929 necroptosis -0.2, Hck-Nef inh -1, EP2 mod 12 and TNF necrop inh 0.7.
